Source: PubChem
OX1R antag-1: antagonists of human orexin 1 receptor; inhibition, % at 5 µM; hit rate 0.43% among 330,000; O43613; CHO/OX1R cells, Fluo-8 calcium fluorescence, orexin A; AID 434989;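 active means inhibition above its plate's threshold, mean inhibition of all tested compounds on the plate plus 3 SD, cut at about 37% in these data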;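 further: 0% = orexin A challenge wells and 100% = SB-334867-A antagonist wells; not every result past the cut was called active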
Target sequence (O43613 whole entry, looked up): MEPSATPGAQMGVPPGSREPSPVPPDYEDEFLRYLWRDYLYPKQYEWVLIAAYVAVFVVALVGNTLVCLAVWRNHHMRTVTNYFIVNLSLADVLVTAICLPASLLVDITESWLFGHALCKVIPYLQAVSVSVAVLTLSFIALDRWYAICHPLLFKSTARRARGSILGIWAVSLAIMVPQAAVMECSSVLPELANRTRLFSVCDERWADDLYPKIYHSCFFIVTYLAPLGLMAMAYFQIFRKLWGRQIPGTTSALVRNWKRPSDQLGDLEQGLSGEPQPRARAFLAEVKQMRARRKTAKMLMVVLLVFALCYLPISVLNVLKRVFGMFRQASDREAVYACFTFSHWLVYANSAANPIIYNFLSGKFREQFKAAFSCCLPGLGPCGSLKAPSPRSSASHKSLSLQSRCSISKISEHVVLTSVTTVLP
STK33 inh: blocks human STK33 kinase activity | Q9BYT3 | purified STK33, MBP phosphorylation, ADP-Glo luminescence | inhibition, % at 10 µM | hit rate 0.073% among 320,000 | AID 2661;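 active means inhibition at or above 25%, using the most active replicate where run in duplicate; inactive means inhibition below 25%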
Target sequence (Q9BYT3 whole entry, looked up): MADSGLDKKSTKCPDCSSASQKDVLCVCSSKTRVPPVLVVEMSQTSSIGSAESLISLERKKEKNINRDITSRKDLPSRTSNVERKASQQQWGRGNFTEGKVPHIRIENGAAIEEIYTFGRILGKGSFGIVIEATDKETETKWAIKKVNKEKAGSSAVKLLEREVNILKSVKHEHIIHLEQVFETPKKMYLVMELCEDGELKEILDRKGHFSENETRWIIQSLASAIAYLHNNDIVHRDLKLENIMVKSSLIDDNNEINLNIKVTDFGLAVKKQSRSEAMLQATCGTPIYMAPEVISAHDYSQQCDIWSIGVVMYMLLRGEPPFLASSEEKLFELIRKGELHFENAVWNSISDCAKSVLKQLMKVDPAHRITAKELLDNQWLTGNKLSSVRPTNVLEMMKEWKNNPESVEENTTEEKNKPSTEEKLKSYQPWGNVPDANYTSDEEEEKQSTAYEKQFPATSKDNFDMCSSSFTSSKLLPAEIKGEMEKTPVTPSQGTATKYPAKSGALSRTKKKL
OX1R antag-2: antagonists of human orexin 1 receptor (OX1R); O43613; OX1R-expressing cells, FRET antagonist read-out; inhibition, % at 6.6 µM; hit rate 1.8% among 330,000; AID 485270; in the data active means inhibition mostly above about 38%, no sharp cut-off; inactive means mostly below about 40%;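 further: 0% = agonist challenge alone and 100% = reference antagonist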
Active calls of the source: *; x = not tested or not shown. No enrichment for hits. Share with any hit: about 2.2%.

A first look (two entries):
SMILES	OX1R antag-1	STK33 inh	OX1R antag-2
CC(C)CCC(O)(CCC(C)C)C(=O)NNc1ccccc1	-26	0.6	11
Cc1ccc(C(=O)NC2CC3CCC(C2)N3C)cc1 (stereo not given)	-3	0.3	-1

The listing, from the start:
SMILES	OX1R antag-1	STK33 inh	OX1R antag-2
CC(C)CCC(O)(CCC(C)C)C(=O)NNc1ccccc1	-26	0.6	11
Cc1ccc(C(=O)NC2CC3CCC(C2)N3C)cc1 (stereo not given)	-3	0.3	-1
CC(=O)c1ccc(NC(=O)N2C3CCC2CC(O)(c2cccnc2)C3)cc1 (stereo not given)	-3	-0.6	25
COc1ccccc1C(C[N+](=O)[O-])c1c(N)n(C)c(=O)n(C)c1=O (stereo not given)	-15	-0.4	13
CCCn1cnc2c(=O)oc3ccccc3c21	3	0.0	31
CC(=O)c1csc(COc2ccccc2)n1	4	-0.5	6
CCCN(C(=O)c1c(CC)noc1C)c1c(N)n(Cc2ccccc2)c(=O)[nH]c1=O	-4	-1.7	20
CCC(=O)N1N=C2CC(C)(C)OCC2C1c1ccccc1 (stereo not given)	-1	-1.5	4
O=C(NC1CCCCCC1)C1Cc2ccccc2CN1C(=O)c1ccco1 (stereo not given)	-25	0.4	15
COc1cccc(C(=O)Nc2cccc(OCC(=O)O)c2)c1	-12	3.0	0
O=C(CSc1nnnn1-c1ccccc1)Nc1ncc(Cc2cc(Cl)ccc2Cl)s1	-25	-2.6	11
CC1(C)CC[C@]2(C(=O)O)CC[C@]3(C)C(=CCC4[C@@]5(C)CC[C@H](O)C(C)(C)C5[C@H](O)C[C@]43C)[C@@H]2C1 (stereo not given in full)	8	-0.3	0
Cn1cc(C[C@H](NC(=O)OC(C)(C)C)C(=O)N[C@@H](CO)Cc2ccccc2)c2ccccc21	-20	-0.3	42
O=[N+]([O-])c1cccc(-c2nnc(-c3ccc4c(c3)OCO4)o2)c1	-2	4.2	9
CCN(CC(=O)Nc1c(F)cccc1F)C(=O)c1ccc(-c2ccccc2)cc1	-23	-1.2	11
O=[N+]([O-])c1cc(C(F)(F)F)ccc1NCC1CCCO1 (stereo not given)	-4	-1.7	5
COc1ccc(OC)c(NC(=O)COC(=O)c2ccc(OC)c(S(=O)(=O)N3CCCC3)c2)c1	-21	0.2	3
Cc1cc(C)nc(N(C#N)CC(=O)Nc2ccccc2)n1	-16	0.0	28
Cc1ccc(C2=NCCn3nc4cc(C(F)(F)F)ccc4c32)cc1	-12	0.3	36
CC(=O)N1CCN(C(=S)NCc2ccccc2)CC1	-12	-0.2	5
COC(=O)c1c(NS(=O)(=O)c2ccccc2)csc1C	-18	-0.9	19
O=C(c1cccc(N2C(=O)C3CC=CCC3C2=O)c1)N1CCCc2ccccc21 (stereo not given)	-25	-1.7	26
COc1ccc(C2c3ccc4ccccc4c3Oc3ncn(CCN4CCOCC4)c(=N)c32)cc1OC (stereo not given)	-39	-15	15
COc1cccc(-n2cc(CN(C)Cc3nc(Cc4cccc(F)c4)no3)cn2)c1	-22	-0.7	11
COc1cccc(-c2csc(N3CCN(CC(=O)Nc4ccc5c(c4)OCO5)CC3)n2)c1	4	-0.4	8
O=C(C1CC(=O)N(c2ccccc2)C1)N1CCCCCC1 (stereo not given)	-12	-1.4	10
COc1ccc(CCNC(=O)c2cccc(Br)c2)cc1OC	-13	-0.2	12
COc1c(Cl)cc(Cl)cc1/C=N/NC(=O)c1nnn(-c2nonc2N)c1CN1CCC(C)CC1	-6	-1.1	1
CCCc1nc(C)cc(N2CCN(c3ccccc3)CC2)n1	-14	-0.2	-13
O=C(Cn1cnc2ccccc2c1=O)NCc1cccs1	-13	-0.9	19
Cc1cc(C)c(OC2(c3ccccc3)OC(=O)c3ccccc32)c(C)c1 (stereo not given)	-8	-0.7	10
Oc1ccc(Br)cc1/C=N/n1c(-c2ccccc2)n[nH]c1=S	-9	-0.5	0
CSc1ccccc1-n1nnnc1SCC(=O)Nc1ccccc1C	-6	0.6	10
CCN(CC)c1ccc(/C=C/c2nc3ccccc3s2)cc1	28	-1.6	14
Cc1ccc(N(CC(O)CN2CCCC2)S(=O)(=O)c2ccc(C)cc2)cc1 (stereo not given)	-26	-0.5	2
COc1ccc(-n2c(SCC(N)=O)nnc2-c2ccccc2F)cc1	-8	-1.3	9
FC(F)(F)c1nnc2ccc(N3CCCCC3)nn12	-10	-2.9	5
CC(NCC1COc2ccccc2O1)C1COc2ccccc2O1 (stereo not given)	-23	0.1	9
NC(=NC1CCCCC1)NS(=O)(=O)c1ccccc1	-11	-1.2	-3
CSCCC(NC(=O)c1ccc([N+](=O)[O-])cc1Cl)C(=O)OCC(=O)NCCCc1ccccc1 (stereo not given)	-13	-0.9	20
CCCCNC(=O)c1ccc(-n2c(=S)[nH]c3ccccc3c2=O)cc1	-22	0.1	12
COc1ccc(Nc2nc(S(=O)(=O)c3ccc(C)cc3)c(Cl)s2)cc1	-35	-1.2	24
CN(CC(=O)Nc1ccc(Cl)c(C(F)(F)F)c1)Cc1cc(=O)n2ccsc2n1	-14	-1.7	22
COc1ccc(Cl)cc1NC(=S)NC1CCCC1	-22	-0.3	8
c1ccc2c(c1)CCCN2Cc1nnnn1C1CCCC1	-28	0.6	7
N#CC(C#N)C(c1ccsc1)c1c(-c2ccccc2)[nH][nH]c1=O (stereo not given)	-12	1.5	4
COc1ccc(OC)c(NC(=O)[C@H]2CC=CC[C@H]2C(=O)O)c1	-24	-0.4	17
Cc1nn(Cc2ccccc2)c(Cl)c1C(=O)NCCc1ccc(Cl)cc1	-11	x	21
Cc1nccn1CC(=O)N/N=C/c1c[nH]c2ccccc12	-7	-0.5	30
O=C(CO/N=C/c1ccccc1OC(F)F)N1CCc2ccccc21	-5	0.6	17
Next entries follow:
SMILES	OX1R antag-1	STK33 inh	OX1R antag-2
CCOCCn1c(CN2CCN(C(=O)c3ccco3)CC2)nc2c1c(=O)n(C)c(=O)n2C	-12	0.3	7
COc1cc(C(=O)NCC(C)C)cc(OC)c1OC	3	-0.8	10
NC(=O)c1cc([N+](=O)[O-])ccc1NCc1ccc(C(=O)O)cc1	-3	-1.4	49
Cc1cc2occ(CC(=O)NC3(C)CCS(=O)(=O)C3)c2cc1C (stereo not given)	-2	0.0	7
COc1ccc(N2CCN(C(CNC(=O)c3cccc(Cl)c3)c3cccnc3)CC2)cc1 (stereo not given)	-11	-1.1	27
CCOc1ccc(C2NC(=O)C(C#N)=C(S)N2c2cccc(C)c2)cc1OC (stereo not given)	-7	0.2	17
C=CCOc1ccc(C2OC34CCCCC3C(C#N)(C#N)C2(C#N)C(=N)O4)cc1 (stereo not given)	-6	-1.3	58
Cc1ccccc1CN1CCCC(C(=O)N2CCCCC2)C1 (stereo not given)	0	-0.9	11
O=C1CSC(c2ccccc2F)N1c1ccccc1F (stereo not given)	-17	0.0	1
CCCCC(CC)CNC(=O)CN(C)S(=O)(=O)c1cccc2nsnc12 (stereo not given)	-29	1.1	35
CCn1c(SCC(=O)NC(C)(C)C)nc(O)cc1=O	-17	3.6	19
CC1CCN(c2cc(N(C)CCO)c([N+](=O)[O-])c3nonc23)CC1	-13	-0.6	39
CCOC(=O)C(NCCc1ccccc1F)(NC(C)=O)C(F)(F)F (stereo not given)	-3	0.9	23
Cc1noc(C)c1COc1ccc(CC(=O)NCc2ccccc2)cc1	-9	-0.3	20
COc1cccc(Nc2n[nH]c(=S)s2)c1	-15	-0.5	10
O=C(CN1C(=O)c2ccccc2S1(=O)=O)N1CCN(Cc2ccc3c(c2)OCO3)CC1	-16	-1.7	23
COCCCN1C(=O)C(=O)/C(=C(/O)c2ccc(S(=O)(=O)N3CCCCC3)cc2)C1c1ccc(OC)cc1 (stereo not given)	6	-1.4	1
O=c1c2c3c(sc2nc(NCCOCCO)n1Cc1ccco1)CCCCC3	-7	0.9	19
C=CCN(c1ccc(Cl)cc1)S(=O)(=O)c1cccc(C(=O)OCC(=O)N(C)C)c1	-29	-0.2	40
CCCNC(=O)NC(=O)CSc1nnc(-c2c[nH]c3ccccc23)o1	-24	-1.9	23
Cc1ccn2cc(-c3cccc([N+](=O)[O-])c3)nc2c1	-25	0.6	66*
CCOc1ccccc1CNC(=O)CCCn1ccc2cc(S(=O)(=O)N3CCCC3)ccc21	-17	1.7	10
C/C(=C\C=C\c1ccccc1)C(=O)c1c(C)cc(C)[nH]c1=O	-30	2.4	17
Cc1c(C(=O)O)cc(C(C)(C)C)n1CCSCCO	-2	-0.9	4
Cc1ccc(F)cc1NC(=O)C1CC(=O)N(CCc2ccccc2)C1 (stereo not given)	-8	-0.4	8
Cc1cc(C)nc(NS(=O)(=O)c2ccc(NC(=O)Cc3ccccc3)cc2)n1	-18	-1.6	8
Cc1ccc(NC(=S)NNC(=O)c2nn(C)cc2Cl)cc1	-10	0.3	26
O=[N+]([O-])c1ncccc1OCc1ccc(-c2ccccc2)cc1	-8	-3.8	34
Cc1ccc(S(=O)(=O)N2CCN(C(=O)COC(=O)c3cccnc3Cl)CC2)c(C)c1	-15	1.0	0
CCn1c(SCC(=O)NCc2ccccc2)nnc1-c1cccnc1	0	-1.4	8

Part of the list above, with values ahead of the structure:
OX1R antag-1	STK33 inh	OX1R antag-2	Molecule
-16	-1.7	23	O=C(CN1C(=O)c2ccccc2S1(=O)=O)N1CCN(Cc2ccc3c(c2)OCO3)CC1
6	-1.4	1	COCCCN1C(=O)C(=O)/C(=C(/O)c2ccc(S(=O)(=O)N3CCCCC3)cc2)C1c1ccc(OC)cc1 (stereo not given)
-7	0.9	19	O=c1c2c3c(sc2nc(NCCOCCO)n1Cc1ccco1)CCCCC3
-29	-0.2	40	C=CCN(c1ccc(Cl)cc1)S(=O)(=O)c1cccc(C(=O)OCC(=O)N(C)C)c1
-24	-1.9	23	CCCNC(=O)NC(=O)CSc1nnc(-c2c[nH]c3ccccc23)o1
-25	0.6	66*	Cc1ccn2cc(-c3cccc([N+](=O)[O-])c3)nc2c1
-17	1.7	10	CCOc1ccccc1CNC(=O)CCCn1ccc2cc(S(=O)(=O)N3CCCC3)ccc21
-30	2.4	17	C/C(=C\C=C\c1ccccc1)C(=O)c1c(C)cc(C)[nH]c1=O
-2	-0.9	4	Cc1c(C(=O)O)cc(C(C)(C)C)n1CCSCCO
-8	-0.4	8	Cc1ccc(F)cc1NC(=O)C1CC(=O)N(CCc2ccccc2)C1 (stereo not given)
-18	-1.6	8	Cc1cc(C)nc(NS(=O)(=O)c2ccc(NC(=O)Cc3ccccc3)cc2)n1
-10	0.3	26	Cc1ccc(NC(=S)NNC(=O)c2nn(C)cc2Cl)cc1
-8	-3.8	34	O=[N+]([O-])c1ncccc1OCc1ccc(-c2ccccc2)cc1
-15	1.0	0	Cc1ccc(S(=O)(=O)N2CCN(C(=O)COC(=O)c3cccnc3Cl)CC2)c(C)c1
0	-1.4	8	CCn1c(SCC(=O)NCc2ccccc2)nnc1-c1cccnc1

(cont.)
SMILES	OX1R antag-1	STK33 inh	OX1R antag-2
C[C@H]1COC(=O)[C@H](NC(=O)OCC2c3ccccc3-c3ccccc32)C/C=C\C[C@H](CC(=O)N(CCO)Cc2ccccc2)C(=O)N1	-34	-2.3	3
CCOc1cc2c(cc1OCC)C(c1ccc(OC)c(OC)c1)N(c1ccc(C(=O)O)cc1)C(=O)C2 (stereo not given)	2	-0.3	9
CC(C)(C)c1ccc(S(=O)(=O)N2CCN(C(=O)C3CCC3)CC2)cc1	-23	-1.3	16
CC(C)(C)NC(=O)NC(=O)CN1c2cccc3cccc(c23)S1(=O)=O	-19	0.3	-6
O=C(c1ccc(CNS(=O)(=O)c2cccc(C(F)(F)F)c2)cc1)N1CCOCC1	2	-1.0	8
OCCN(Cc1ccccc1)Cc1ccccc1Cl	-13	-2.0	13
COc1ccc(C(=O)N/C(=C\c2ccc([N+](=O)[O-])cc2)C(=O)NC(CCSC)C(=O)O)cc1 (stereo not given)	15	-1.7	37
O=C(NNS(=O)(=O)c1ccc(F)cc1)c1ccc(O)cc1	-6	0.0	8
O=C(CCC1CCCN(C(=O)c2ccc3[nH]ccc3c2)C1)N1CCN(c2ccccn2)CC1 (stereo not given)	5	-2.0	13
N#Cc1c(Nc2ccc(F)cc2)sc(C(=O)c2ccc(F)cc2)c1N	10	-2.9	15
COc1ccc(NC(=O)C2CCN(C(=O)c3ccccc3)CC2)cc1OC	11	-2.0	9
CCNc1nc(N)nc(Oc2ccc(OCC)nn2)n1	12	-2.1	18
CC(C)(C)c1ccc(OCC(O)CN2CCCC2)cc1 (stereo not given)	-18	0.5	4
Cc1nc2ncnn2c(C)c1CCC(=O)NCCc1ccccc1	-16	-0.8	3
Cc1cc2cc(CNC(=O)c3cccc([N+](=O)[O-])c3)ccc2n1C	-11	-2.9	20
CC(C)(C)c1ccc(-c2nnc(SCC(=O)NC3CCS(=O)(=O)C3)n2N)cc1 (stereo not given)	-5	-0.4	9
O=C(CCS(=O)(=O)c1cc(Br)cc2c1N(C(=O)C1CC1)CC2)NCC1CCCO1 (stereo not given)	-19	-0.5	8
O=C(CCN1C(=O)C2CCCCC2C1=O)NNC(=O)c1cccc(Cl)c1 (stereo not given)	-12	-1.2	12
CC(=O)Nc1cccc(NC(=O)CSc2nc(=O)n(CCN3CCOCC3)c3c2CCC3)c1	18	-0.6	17
NC(=O)c1cc(-c2ccccc2)nc(Oc2ccccc2)n1	-23	-0.3	34
Cc1ccc(-n2ncc3c(NCc4ccccc4)ncnc32)cc1	6	0.2	22
Cc1ccc(CNC(=O)CCNC(=O)c2ccc(Br)o2)cc1	-14	-0.5	5
O=C(Nc1ccc(N2CCN(C(=O)c3ccccc3)CC2)cc1)c1cc2ccccc2o1	15	0.0	24
O=C(CSc1nc(-c2ccc(F)cc2)cs1)N1CCOCC1	-14	-0.9	6
O=C(NCc1ccc2c(c1)OCO2)c1nn(-c2ccccc2)c(=O)c2ccccc12	-9	-0.7	20
O=C(Nc1ccccc1)C1CC(=O)N(C2CCCCC2)C1 (stereo not given)	-14	0.6	3
Cc1cc(C(C)(C)C)oc1C(=O)N(CC(=O)NC1CCCC1)Cc1ccc(Cl)cc1	-2	-0.2	22
